Source: PubChem (National Center for Advancing Translational Sciences (NCATS))
Abeta rescue = A-beta toxicity reversal in yeast; yeast expressing A-beta42, growth rescue, OD600, 48 h; response scale: 0% DMSO, 100% iron-clioquinol control; Potency, µM (top dose mostly 46.1 µM), without a hit: top-dose growth rescue, hits mostly activators; 410,000 compounds, 0.063% hits; AID 1347071; also: potency is read from the fitted curve at half-maximal effect; nearly all actives have a fitted effect of over 55% in size
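Yeast A-beta toxicity model in growth medium with pinned compounds, 48 h at 30 C; growth read as absorbance at 600 nm. Normalized to FeCl3/clioquinol equimolar mix (positive) and DMSO (negative).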
TGFb SMAD3 inh = TGF-b pathway inhibition. HepG2 CAGA-GFP TGF-b/SMAD3 reporter, GFP fluorescence, 18 h; TGF-beta stimulated, 500 pg/mL final. 410,000 compounds, 1.2% hits. Potency, µM (titrated, usually from 46.1 µM), for inactives: at the highest dose activity, negative = inhibition, usual class: inhibitors; also: potency is read from the fitted curve at half-maximal effect; % is scaled to controls: 0 for no effect and ±100 for the full control effect; nearly all actives have a fitted effect of over 65% in size
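First, reporter cells (HEPG2 CAGA-GFP) rested 2 h at 37 degrees C. Next, compounds were pinned in and TGF-beta added to 500 pg/mL final. After 18 h, GFP was imaged per cell and summed per well.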
A549 tox = kills or reduces viability of A549 cells in Nrf2 counter-screen; A549 ARE-Fluc cells, CellTiter-Fluor viability, 18-24 h; Potency, µM (top dose mostly 46 µM), inactives show at the highest dose activity change, negative = cytotoxicity, most hits filed as inhibitors; 390,000 compounds, 0.16% hits; AID 504648; also: potency is read from the fitted curve at half-maximal effect; % is scaled to controls: 0 for no effect and ±100 for the full control effect
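A549 ARE_Fluc cells in 5% FBS OPTI-MEM were exposed to compounds in concentration-response for 18-24 h at 37 deg C. Viability was read by CellTiter-Fluor fluorescence (Ex 405/Em 525) after 30 min, before the luciferase read.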
Nrf2 block = Nrf2 pathway inhibition; A549 ARE-Fluc reporter, luciferase luminescence, 18-24 h; Potency, µM (series often up to 46 µM), inactives show at the top dose activity change, negative = inhibition, actives largely listed as inhibitors; 360,000 compounds, 2.1% hits; AID 504444; also: potency is read from the fitted curve at half-maximal effect; % is scaled to controls: 0 for no effect and ±100 for the full control effect; nearly all actives have a fitted effect of over 60% in size
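In this cell-based qHTS, ARE-driven firefly luciferase in A549 cells reports Nrf2 activity; the luminescent signal after BugLite lysis is the measured value, with a prior CellTiter-Fluor read for cell health.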
CCT modulator = changes cytosolic chaperonin activity | purified chaperonin ATPase assay, HTRF ADP detection, 30 min | AID 651819 | activity change, % (test concentration not listed), hits read low | 360,000 compounds, 0.3% hits; in the data active = activity change below about -30%; also: % is scaled to controls: 0 for no effect and ±100 for the full control effect
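First, chaperonin was dispensed at 40 nM or 20 nM final depending on batch activity. Next, compounds were pinned at 76 uM and ATP added at 10 uM. After 30 min at 37 °C, ADP detection reagents ran 30 min at ambient temperature.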
HepG2 tox = HepG2 cytotoxicity, counter-screen for TGF-b inhibitors | HepG2 CAGA-GFP viability, ATP luminescence, 18 h | AID 588856 | 410,000 compounds, 0.76% hits | Potency, µM (doses to about 46.1 µM), for the others: top-dose activity change, negative = cytotoxicity, usual class: cytotoxic; also: potency is read from the fitted curve at half-maximal effect; some results filed as inactive show a strong effect at the top dose
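HepG2 CAGA-GFP cells (1000/well, DMEM with 1% FBS) received compound, then TGF-beta at 500 pg/mL final, and were incubated 18 hours at 37 degrees C. Viability was read by CellTiter-Glo luminescence. Media-only wells were set as complete cell-killing and DMSO as no toxicity.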
Mm-Cpn inhibitor = inhibitors of Methanococcus maripaludis chaperonin (MmCpn); AID 504842; purified Mm-Cpn ATPase, ADP Transcreener TR-FRET; 330,000 compounds, 0.031% hits; Potency, µM (top dose mostly 76.9 µM), without a hit: top-dose activity, negative = inhibition, most hits filed as inhibitors; also: potency is read from the fitted curve at half-maximal effect; % is scaled to controls: 0 for no effect and ±100 for the full control effect; nearly all actives have a fitted effect of over 80% in size
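Reaction buffer contained 30 mM Tris pH 7.4, 100 mM KCl, 5 mM MgCl2 and 1 mM DTT. Mm-CPN (25 nM final) hydrolysed 10 uM ATP over 30 min at 37°C; ADP was read by HTRF.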
Nrf2 ARE act = activates Nrf2 signaling; AREc32 ARE-luciferase reporter (MCF7-derived line), luminescence, 24 h; Potency, µM (highest dose often 46.1 µM), for inactives: at the highest dose activation, hits mostly activators; 410,000 compounds, 0.31% hits; also: potency is read from the fitted curve at half-maximal effect; % of control where 0% means no effect; nearly all actives have a fitted effect of over 65% in size
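ARE-driven firefly luciferase activity in AREc32 cells measured after a 24 hr compound exposure at 37 deg C, using Steady-Glo reagent and a 30 min room-temperature hold.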
pAkt inh = inhibitors of Akt phosphorylation; activity change, % for hits at 50 µM; 360,000 compounds, 0.32% hits; AID 651550; Neuro2A IGF-stimulated pAkt S473 HTRF, 20 min; active compounds read low; in the data active = activity change below about -80%; inconclusive = mostly about -51% to -80%; also: % is scaled to controls: 0 for no effect and ±100 for the full control effect
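Single-point screen (50 µM final compound) in Neuro2A cells stimulated 20 min with 6 nM IGF at 37 deg C. After lysis, Ser473-phosphorylated Akt read by HTRF (ex 330 nm, em 615/665 nm) as the 665/615 ratio.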
Active calls of the source: *; i = inactive; u = inconclusive; x = not tested or not shown; & = joins results of further samples; [ ] = remark or other dose. Unless noted, calls follow the shape of the dose curve; as a rule, active = well fitted curve in the direction sought with a large enough effect; inconclusive = small, poorly fitted or top-dose-only effect, or another doubt; inactive = no such curve, though single readings can be large; an effect the other way counts as inactive or inconclusive.

Order of results: Abeta rescue | TGFb SMAD3 inh | A549 tox | Nrf2 block | CCT modulator | HepG2 tox | Mm-Cpn inhibitor | Nrf2 ARE act | pAkt inh
CCCCN1CC(C)(C)[C@H](CC(=O)Nc2ccccc2)C1=O
  0% | 4% | x | x | 1.1 | -8% | x | 1.6% | i
CC(=O)N1CCc2cc(CNS(=O)(=O)c3cccs3)ccc21
  -1% | 3% | 1% | x | x | 3% | x | 3.8% | x
CCN(C(=O)CSc1nnc(-c2cc(OC)c(OC)c(OC)c2)o1)c1ccccc1
  -18% | -8% | 2% | -14% | x | -17% | x | 7.6% | x
Cc1cccc(-n2c(CNC(=O)c3ccc(S(=O)(=O)N4CCCCC4)cc3)n[nH]c2=S)c1
  -13% | -16% | -1% | 6% | 0.5 | -5% | -2% | -0.6% | i
Cc1ccc2c(O)c(C)c(=O)[nH]c2n1
  -21% | 0% | 5% | 1% | 2.2 | 0% | 0% | -0.2% | i
CN1C(=O)c2ccccc2Sc2ccc(NC(=O)Cc3ccc(Cl)cc3)cc21
  8% | u | u | x | x | 1% | x | 3.8% | x
CC(=O)Nc1ccc(C(=O)OCc2ccccc2Br)cc1
  -56%[inhibitor] | 1% | 3% | 7% | 1.2 | 0% | 1% | -1.3% | i
CC(C)c1ccc(N(CC(=O)O)S(=O)(=O)c2cccnc2)cc1
  -14% | 1% | 0% | -18% | -1.3 | 0% | 0% | -0.1% | i
O=C1CC(Cc2ccc(Cl)cc2)C(=O)N1c1cc(Cl)ccn1 (stereo unspecified)
  1% | -1% | -7% | -9% | -0.3 | 4% | 0% | -2.1% | i
O=C1CCC(=O)N1CCc1c[nH]c2ccccc12
  12% | -6% | 0% | x | 0.0 | 1% | -1% | 0.3% | i
O=C(/C=C/c1ccc(Cl)cc1Cl)c1nc2ccccc2[nH]1
  -49%[inhibitor] | -1% | 0% | 13% | -2.4 | -24% | -2% | 0.7% | i
Cc1ccc(S(=O)(=O)N2CCCOC2CNC(=O)C(=O)NCCc2c[nH]c3ccccc23)cc1 (stereo unspecified)
  21% | 0% | -21% | u | 1.9 | -17% | -1% | 5.1% | i
CCOc1ccc(N(CC(=O)NC2CC2)S(=O)(=O)c2ccc(C)cc2)cc1
  -5% | 4% | -1% | 0% | 1.2 | -8% | 0% | -0.2% | i
CC(C)c1ccc(/C=C/C(=O)NCCCc2ccccc2)cc1
  -2% | u | 6% | 13% | -2.4 | 36% | 0% | -0.5% | i
CCOc1ccc(-c2nc3cc(NC(=O)COc4cccc(C)c4)ccc3o2)cc1
  -12% | -1% | 6% | 11% | x | -20% | x | 0.3% | x
COc1ccc(CNC(=O)COC(=O)CC(NC(N)=O)c2ccc(Cl)cc2)cc1OC (stereo unspecified)
  15% | -2% | -3% | -6% | -0.7 | -1% | 0% | -0.3% | i
Cc1cc(C)cc(C(=O)NC(CC(N)=O)c2ccc(NC3CCCC3)c([N+](=O)[O-])c2)c1 (stereo unspecified)
  0% | -28% | -10% | 10% | 0.3 | 1% | 1% | 0.4% | i
COc1ccc2cc(S(=O)(=O)n3cnc(C)c3)ccc2c1
  0% | -4% | 1% | -12% | -1.1 | 9% | -2% | 1.7% | i
COCCN(C(=O)CNC(=O)c1cccs1)C(C(=O)NC(C)(C)C)c1ccccc1 (stereo unspecified)
  -14% | -7% | -1% | -12% | -1.5 | -5% | -4% | -0.4% | i
CN(C)c1ccc(-c2noc(C3CCN(C(=O)Nc4ccc(Cl)cc4)CC3)n2)cc1
  5% | 2% | -16% | u | -1.2 | -5% | 3% | 0.0% | i
O=C(Nc1ccccc1)Nc1ccccn1
  -2% | -15% | 2% | x | -3.4 | -23% | 1%&1% | u | i
Cc1ccc(-n2nnc3ccccc3c2=O)cc1C
  -33%[inhibitor] | -6% | -15% | x | -1.1 | 19% | 2% | 4.1% | i
COC(=O)c1ccc(NC(=O)CN(c2ccc(C)cc2)S(=O)(=O)c2c(C)nn(C)c2C)cc1
  -7% | -3% | u | 1% | 3.5 | -2% | 2% | 0.0% | i
Nc1ccc2nc3c(=O)[nH]c(=S)[nH]c3nc2c1
  x | 14% | -1% | -2% | 0.5 | -1% | -13% | 0.1% | i
O=C(CN1C(=O)/C(=C\C=C\c2ccccc2)SC1=S)Nc1ccc(F)cc1
  8% | 0% | -6% | 5% | -4.0 | 5% | 1% | 0.1% | i
Cc1ccccc1C(=O)NNC(=O)CCC(=O)Nc1cccc(Cl)c1C
  4% | -25% | 17% | 14% | -1.6 | 0% | 1% | 0.3% | i
COc1cccc(NC(=O)C(OC(=O)c2ccccc2NS(=O)(=O)c2cccs2)c2ccccc2)c1 (stereo unspecified)
  -10% | -22% | 3% | -21% | -2.0 | -39% | -6% | 1.8% | i
CCOc1cccc(CNCCCSc2ncccn2)c1
  8% | 24% | 7% | 4% | -1.5 | 13% | 0% | 0.1% | i
CC1CN(c2ccc(NC(=S)Nc3ccc(N4CC(C)OC(C)C4)cc3)cc2)CC(C)O1 (stereo unspecified)
  14% | 1% | 3% | -4% | 0.1 | -14% | 1% | 0.4% | i
CSc1ccc(C2C(C#N)=C(N)Oc3cc4c(cc32)OCO4)cc1 (stereo unspecified)
  -13% | 13µM* | 0%[1.84 µM] | u | -1.0 | -39% | x | -0.2% | i

Compound profiles, as listed above. Order of values: Abeta rescue	TGFb SMAD3 inh	A549 tox	Nrf2 block	CCT modulator	HepG2 tox	Mm-Cpn inhibitor	Nrf2 ARE act	pAkt inh
CCOc1cccc(CNCCCSc2ncccn2)c1 in the list: 8%	24%	7%	4%	-1.5	13%	0%	0.1%	i
Cc1ccc(S(=O)(=O)N2CCCOC2CNC(=O)C(=O)NCCc2c[nH]c3ccccc23)cc1 (stereo unspecified) in the list: 21%	0%	-21%	u	1.9	-17%	-1%	5.1%	i

Limited to A549 tox, for some of the entries so far:
canonical_smiles	A549 tox
O=C1CCC(=O)N1CCc1c[nH]c2ccccc12	0%
O=C(/C=C/c1ccc(Cl)cc1Cl)c1nc2ccccc2[nH]1	0%

Going on with the list.
Order of results: Abeta rescue | TGFb SMAD3 inh | A549 tox | Nrf2 block | CCT modulator | HepG2 tox | Mm-Cpn inhibitor | Nrf2 ARE act | pAkt inh
O=C(COC(=O)c1ccc([N+](=O)[O-])cc1)NCCC1=CCCCC1
  -8% | 1% | -1% | 0% | 0.3 | 1% | 1% | 0.0% | i
C[C@]12c3[nH]c4ccc(Cl)cc4c3CCN1C(=O)[C@@H](CC(=O)NCCc1ccccn1)C[C@@H]2C(=O)N1CCOCC1
  1% | -21% | -5% | 13% | -2.8 | 9% | 0% | 1.2% | i
O=C(CCc1nnc(Cc2ccc(-c3ccccc3)cc2)o1)NCCc1cccnc1
  3% | -27% | 2% | -1% | -2.1 | -32% | 0% | 0.8% | i
N=c1c2c(-c3ccccc3)c(-c3ccccc3)n(Cc3ccccc3)c2ncn1CCCO
  -4% | -2% | -16% | u | -3.4 | -41% | 5% | 3.3% | i
COc1ccccc1Nc1nc(-c2ccccc2Cl)c2cc(Br)ccc2n1
  5% | 3% | 13% | -12% | x | -32% | x | 2.6% | x
COC(=O)C1=NN(C(=O)c2ccccc2)C(C)(O)C1 (stereo unspecified)
  4% | 6% | 6% | -2% | 2.4 | -1% | -2% | -0.9% | i
COCC1CCCN(C(=O)c2ccc3oc(Cc4ccc(Cl)cc4)nc3c2)C1 (stereo unspecified)
  -4% | -27% | -2% | 0% | 1.5 | -2% | -7% | 0.0% | i
CC(=O)c1cccc(NC(=O)CSc2nc(=O)n(CCN3CCOCC3)c3c2CCC3)c1
  -6% | 0% | -2% | 17% | -0.1 | -5% | 1% | 0.1% | i
CCc1ccc(C(O)c2ncc(-c3cccc(C(F)(F)F)c3)[nH]2)cc1 (stereo unspecified)
  -9% | u | x | x | -0.4 | -113% | x | -1.6% | i
CC(N=Cc1nc(-c2ccccc2)oc1O)c1ccccc1 (stereo unspecified)
  8% | 7% | -11% | -16% | -0.6 | -9% | 1% | 3.1% | i
CC1/C(=N/O)C(CN(C)C)C2CC1C2(C)C (stereo unspecified)
  0% | -2% | -1% | 7% | 0.0 | -18% | 1% | 0.4% | i
O=C(CSc1nnc(-c2ccc(F)cc2)o1)N1CCCCC1
  -15% | -5% | -14% | u | -1.8 | 10% | 3% | 2.4% | i
CC(C)(C)OC(=O)NC(Cc1ccccc1)C(=O)N1CCC(C(=O)NCC(=O)Nc2ccc(F)cc2)CC1 (stereo unspecified)
  19% | 1% | -6% | -6% | -0.4 | 4% | 0% | 1.8% | i
CC(O)[C@@]1(O)CC[C@H]2[C@@H]3CC[C@H]4C[C@@H](O)CC[C@]4(C)C3=CC[C@@]21C (stereo partly specified)
  u | 12% | -11% | 1% | -1.2 | 13% | 1% | 2.2% | i
Cc1cc(/C=C\c2ccccc2)nc2ccccc12
  -22% | -20% | 8% | u | -1.0 | -39% | 2% | u | i
C=CCn1c(C2CC(=O)N(c3ccc(C)cc3)C2)nc2ccccc21 (stereo unspecified)
  -13% | -6% | 4% | 5% | -2.3 | -6% | u | -0.2% | i
CC(C)OC(=O)/C(=C\c1cccnc1)NC(=O)c1ccccc1
  24% | -1% | 1% | 1% | -3.1 | -5% | 3% | 0.7% | i
O=C(NCCCN1CCCCC1)C1CCC(=O)N1CCc1ccccc1 (stereo unspecified)
  16% | -13% | 5% | 8% | 3.2 | -9% | 2% | 0.0% | i
Cc1cn(CCC(=O)Nc2ccccc2N2CCOCC2)c2ccccc12
  6% | u | 0% | u | 0.3 | -4% | 2% | 2.7% | i
Cc1ccc(NC(=O)C(=O)NCc2ccc(/C=C(/C#N)C(=O)NCc3cccnc3)o2)cc1
  -1% | -3% | 1% | 6% | -1.3 | -14% | 1% | 0.6% | i
